Screening data (PubChem BioAssay)
Myeloid diff 2: compounds promoting myeloid differentiation; ER-HoxA9 myeloid progenitors, lysozyme-GFP differentiation, flow cytometry; calls only at 10 µM; 1% of 360,000 active;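 active means normalized GFP-positive differentiation at or above the plate's own cutoff, the solvent-only control mean plus 3 SD; inconclusive means no clear call, values can overlap the other calls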;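 further: cells exposed to compound for four days before flow analysis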
Myeloid diff 2 GFP+ MAC1+ %: further read-out of Myeloid diff 2, marked with its call; GFP+ MAC1+ double positive, %; measured here: differentiation confirmed by MAC1 staining
Active calls of the source: *; i = inactive; ? = inconclusive; . = not tested or not shown; + = active, no number. Not all compounds are listed (hit frequency here may not be typical).

SMILES | Myeloid diff 2 | Myeloid diff 2 GFP+ MAC1+ %
CC(=O)NC(c1ccccc1)c1nc(-c2cc(F)cc(F)c2)cs1 (stereo not drawn) | i | 1.2
Cc1c(C(=O)NCc2ccc(C#N)cc2)sc(=O)n1Cc1ccccn1 | i | 2.8
CCCNC(=O)c1cc(C2CCCCN2C(=O)c2ccc(NC(C)=O)cc2)on1 (stereo not drawn) | i | 1.3
COc1ccc(CN2CCC3CC2c2cc(-c4cccc(C)c4)ccc23)cc1 (stereo not drawn) | i | 0.4
CC(=O)Nc1nn(CC(C)C)c2nc3ccc(C)cc3cc12 | i | 0.6
CCN(CC(=O)NCc1cccs1)C(=O)/C=C/c1ccc(F)cc1 | i | 2.5
O=C1NC[C@H](Cc2ccc(O)cc2)N(C[C@@H]2CCCN2C[C@H](Cc2ccccc2)N2C[C@H](Cc3ccccc3)N(CC3CCCCC3)C(=O)C2=O)C1=O | i | 0.9
COc1ccc(Br)c(Cn2c(C)c(C(=O)NCc3cccc([N+](=O)[O-])c3)sc2=O)c1 | i | 7.4
Cc1ccc(Cc2c(-c3cccc(Br)c3)nc3c(C)cc(Br)cn23)cc1 | i | 1.0
CN1CCN(C(=O)c2ccc(Cc3cn(C)c4ccccc34)nc2)CC1 | i | 1.6
CCCN1CCC(C)(C(=O)Nc2ccccc2Oc2ccccc2)C1 (stereo not drawn) | i | 0.9
CCc1nc2ccc(C(=O)N(CC)CCN(C)C)cn2c1N(C)C(=O)C1CCCCC1 | i | 0.9
O=C1CCCC(=O)N1CCCCCCN1C(=O)CCCC1=O | i | 0.6
O=C1/C(=C\c2ccc(O)cc2)CCC1CNc1ccc(Cl)cc1 (stereo not drawn) | i | 1.0
CC(=O)Nc1cccc(-c2ccnc3c2CC(C)(C(=O)NCC2CC2)O3)c1 (stereo not drawn) | i | 1.0

Pulled by structure from the entries so far:
SMILES | Myeloid diff 2 | Myeloid diff 2 GFP+ MAC1+ %
CC(=O)Nc1nn(CC(C)C)c2nc3ccc(C)cc3cc12 | i | 0.6
COc1ccc(CN2CCC3CC2c2cc(-c4cccc(C)c4)ccc23)cc1 (stereo not drawn) | i | 0.4
CCCNC(=O)c1cc(C2CCCCN2C(=O)c2ccc(NC(C)=O)cc2)on1 (stereo not drawn) | i | 1.3
CC(=O)NC(c1ccccc1)c1nc(-c2cc(F)cc(F)c2)cs1 (stereo not drawn) | i | 1.2
O=C1CCCC(=O)N1CCCCCCN1C(=O)CCCC1=O | i | 0.6

Other results:
SMILES | Myeloid diff 2 | Myeloid diff 2 GFP+ MAC1+ %
COc1ccc(NC(=O)C2Cc3c(-c4ccc(NC(C)=O)cc4)ccnc3O2)cn1 (stereo not drawn) | i | 2.0
c1ccc(CSc2nnc(NC3CCCCC3)s2)cc1 | i | 1.1
COc1ccc(OC)c(NC(=O)C2(C)CCN2Cc2cccc(OC)c2F)c1 (stereo not drawn) | i | 1.7
COc1ccc(-c2csc(C(O)(c3ccccc3)C(F)(F)F)n2)cn1 (stereo not drawn) | i | 0.9
C[C@@H]1CN([C@@H](C)CO)S(=O)(=O)c2ccc(C#CC(C)(C)O)cc2O[C@H]1CN(C)C(=O)C1CCCCC1 | i | 0.9
N#Cc1ccc(C(C(=O)NC2CCCCC2)n2c(=O)c(-c3cc4ccccc4[nH]3)nc3ccccc32)cc1 (stereo not drawn) | + | 8.7*
Nc1nc(-c2ccc([N+](=O)[O-])cc2)cc(=O)[nH]1 | i | 1.0
CC1Sc2ccccc2N(Cc2ccccc2)C1=O (stereo not drawn) | i | 1.3
CC(C)C(C)(C#N)NC(=O)COC(=O)C1CCN(S(=O)(=O)c2ccc3c(c2)OCCO3)CC1 (stereo not drawn) | i | 1.9
CCN(CC)C1CCN(C(=O)c2ccc(OC3CCN(C(=O)CCOC)CC3)cc2)C1 (stereo not drawn) | i | 1.6
NC(Cc1ccc(C(F)(F)F)cc1)c1csc(Nc2ccc(C(=O)NCCCO)cn2)n1 (stereo not drawn) | i | 1.1
O=C(C[C@H]1CC[C@H]2[C@@H](COC[C@H](O)CN2C(=O)c2ccccn2)O1)N1CCN(c2ccccc2)CC1 | i | 2.6
CCOC(=O)C1=CCN(S(=O)(=O)c2ccc(F)cc2)C1c1ccc(F)cc1 (stereo not drawn) | i | 2.3
Cc1cc(C)cc(N2C(=O)C=CC2=O)c1 | i | 0.9
CC1(C(=O)NS(=O)(=O)c2cccc(C#N)c2)CCN1C(=O)Cc1ccc(Cl)cc1Cl (stereo not drawn) | i | 0.9

Some of the entries so far, with two lines to a compound.
Second line of a record – Myeloid diff 2, Myeloid diff 2 GFP+ MAC1+ %
Cc1c(C(=O)NCc2ccc(C#N)cc2)sc(=O)n1Cc1ccccn1
  i, 2.8
CCN(CC)C1CCN(C(=O)c2ccc(OC3CCN(C(=O)CCOC)CC3)cc2)C1 (stereo not drawn)
  i, 1.6
O=C1NC[C@H](Cc2ccc(O)cc2)N(C[C@@H]2CCCN2C[C@H](Cc2ccccc2)N2C[C@H](Cc3ccccc3)N(CC3CCCCC3)C(=O)C2=O)C1=O
  i, 0.9

Continuation:
SMILES | Myeloid diff 2 | Myeloid diff 2 GFP+ MAC1+ %
Cc1ccccc1C1CC(=O)c2ccccc2C1C (stereo not drawn) | i | 1.2
O=C(NC1CC1)c1ccc(CSCc2ccc(Cl)cc2)o1 | i | 1.1
O=C(c1cccnc1)N(Cc1ccccc1)C(=O)c1cccnc1 | i | 0.4
CCCCNC(=O)C1c2ccccc2OCC(=O)N1Cc1ccc2c(c1)OCO2 (stereo not drawn) | i | 0.5
CCc1ncn(CCc2ccccc2OC)c1C(C)C | i | 0.4
CC(=O)N1CCN(c2ccc(NC(=O)c3cccc(F)c3)cc2)CC1 | i | 1.0
C[C@H]1CN([C@@H](C)CO)C(=O)CCCn2nncc2CO[C@@H]1CN(C)Cc1ccncc1 | i | 0.5
CNC(=O)C[C@H]1C(=O)N(c2ccccc2)C[C@@H]1Cc1ccccc1 | i | 1.0
CCC(=O)c1ccc(OC)c(OC)c1OCc1ccccc1 | i | 0.3
O=[N+]([O-])c1ccc(Nc2cccc3c2[nH]c2c(-c4ccccc4)nccc23)c([N+](=O)[O-])c1 | i | 1.6
CN(Cc1ccccc1)c1nccn2ccnc12 | i | 0.6
CCOC(=O)[C@]12CCCC=C1N(CCc1ccc(OC)c(OC)c1)C(=O)[C@H](CC(=O)N1CCCCC1)C2 | i | 4.0
NC(Cc1ccc(F)cc1)c1csc(Nc2ccc(C(F)(F)F)cn2)n1 (stereo not drawn) | i | 1.5
CN(C(=O)c1cccc(NC(=O)Cc2ccc(NC(=O)C3CCN(C(=O)C4CC4)CC3)cc2)c1)C1CCC1 | i | 1.0
CC(=O)Nc1cc2c(c([N+](=O)[O-])c1C)C(C)(C)CC2(C)C | i | 0.8

Molecules above that contain bromine:
SMILES | Myeloid diff 2 | Myeloid diff 2 GFP+ MAC1+ %
COc1ccc(Br)c(Cn2c(C)c(C(=O)NCc3cccc([N+](=O)[O-])c3)sc2=O)c1 | i | 7.4
Cc1ccc(Cc2c(-c3cccc(Br)c3)nc3c(C)cc(Br)cn23)cc1 | i | 1.0

(listing goes on)
SMILES | Myeloid diff 2 | Myeloid diff 2 GFP+ MAC1+ %
O=C(NCCCCc1ccccc1)c1cccc(NC(=O)c2ccccc2)c1 | i | 1.0
COc1ccc([C@H]2N[C@]3(CCCN(Cc4ccc(C)cc4)C3=O)[C@H]3C(=O)N(Cc4ccccc4)C(=O)[C@@H]23)cc1 | i | 1.6
CO[C@@H]1CN(C)C(=O)c2cc(NC(=O)NC3CCCCC3)ccc2OC[C@@H](C)N(CC2CCOCC2)C[C@@H]1C | i | 1.4
COc1cc(C(=O)c2ccc3c(c2)OCO3)cc(OC)c1OC | ? | .
O=C1NCC(Nc2ccc(Cl)cc2)C(=O)N1 (stereo not drawn) | i | 1.4
COc1ccc(C(=O)NCCCC2CCCC2)cc1OC1CCN(C(C)C)CC1 | i | 0.2
O=C(NN=Cc1ccc([N+](=O)[O-])cc1)C1CC1 | i | 1.2
CCc1nc2ccc(C(=O)NCCC(C)C)cn2c1N(CC)CCN(C)C | i | 1.2
COc1ccc(NC(=O)Nc2ccc3c(c2)C(=O)N([C@H](C)CO)C[C@@H](C)[C@@H](CN(C)C(=O)C2CCCCC2)OCCCC[C@H](C)O3)cc1 | i | 0.6
CCCCCCn1c(COc2ccccc2F)nnc1SCC(=O)NC1CCS(=O)(=O)C1 (stereo not drawn) | i | 0.5
NC(=O)c1cccc(-c2ccnc3c2CC(C(=O)NCc2ccc(F)c(F)c2)O3)c1 (stereo not drawn) | i | 1.0
c1ccc(Cc2c(-c3ccco3)nc3c4ccccc4ccn23)cc1 | i | 1.5
CN(CCc1ccccc1)c1cc2c(c3c1ccn3C)C1CCC2C1 (stereo not drawn) | i | 1.1
NC(=O)C1CCN(C(=O)c2ccc(NS(=O)(=O)/C=C/c3ccccc3)cc2)CC1 | i | 2.0
CNc1cc(-c2ccc(OC)c(OC)c2)ncn1 | i | 1.0
COCCNC(=O)C1CCCN(C(=O)c2csc3ccccc23)CC1 (stereo not drawn) | i | 1.1
Cc1cc(O)cc2c1C1CCC3(C)C(O)CCC3C1C=C2 (stereo not drawn) | i | 1.2
O=[N+]([O-])C1C(c2ccccc2)C12c1ccccc1-c1ccccc12 (stereo not drawn) | ? | .
COc1ccc2c(c1)OC[C@H]1[C@H]2N2C(=O)c3ccc(F)cc3NC(=O)[C@@]2(C)[C@H]1c1ccccc1 | i | 0.6
CC(=O)N1C[C@@H](CO)[C@@H](N(C)C(=O)c2ccco2)C[C@H]1c1ccccc1 | i | 0.1
CCN1CCN(C(C(=O)NC2CCCCC2)C2CC2)CC1 (stereo not drawn) | i | 0.9
CCc1nc2c(=O)[nH]cnc2o1 | i | 1.3
Cc1ccc(Nc2nc(N)nc(N)c2N=O)cc1Cl | ? | .
Cc1cc2nc(-c3ccco3)c(CC(C)(C)C)n2c(C)c1Br | i | 1.3
CCCN(C)C1CN(Cc2cn(CCCOC)nn2)S(=O)(=O)C1 (stereo not drawn) | i | 0.9
OC(CN(Cc1ccccc1)Cc1ccccc1)c1ccccc1 (stereo not drawn) | i | 0.2
COc1cc(C(=O)NCCC(=O)NCc2cccs2)cc(OC)c1OC | i | 0.1
COc1cccc(NC(=O)C2(C)CCN2Cc2ccc(-c3ccccc3)o2)c1 (stereo not drawn) | i | 1.1
Cc1cccc(C)c1NC(=O)CN(Cc1ccccc1)Cc1ccccc1 | i | 1.1
CCCn1c(C)nc2c(c1=O)c1nc3ccccc3nc1n2-c1ccccc1 | i | 0.4
CC1(C(=O)NS(=O)(=O)C2CC2)CCCN(C(=O)c2ccccc2OC(F)(F)F)C1 (stereo not drawn) | i | 1.2
O=S(=O)(O)C(c1ccccc1)C1(O)CCCCC1 (stereo not drawn) | i | 1.2
COc1ccc(C(C)=O)cc1Cn1c(C)c(C(=O)NCc2cccc(Cl)c2)sc1=O | i | 4.8
CCCCC1SC(N)=NC1=O (stereo not drawn) | i | 2.7
CCOC(=O)C1CCCN(C(=O)c2cc(C(C)(C)C)nn2C)CC1 (stereo not drawn) | i | 2.3
CC(=O)c1ccc(N2CCN(C(=O)c3ccccc3SCC(=O)NCc3ccco3)CC2)c(F)c1 | i | 2.4
CN(Cc1ccccc1)C(=O)COC(=O)c1c[nH]c2ccccc12 | i | 0.7
O=C1c2ccccc2C(c2nnnn2-c2ccc3c(c2)OCCO3)N1Cc1cccnc1 (stereo not drawn) | i | 1.1
O=C(Nc1ccc2c(c1)OCCO2)C(c1cc2ccccc2o1)N1CCN(C/C=C/c2ccccc2)CC1 (stereo not drawn) | i | 1.3
C(=C\c1ccccc1)/CN1CCN(C(c2nnnn2Cc2ccccc2)C2CC2)CC1 (stereo not drawn) | i | 2.2
Cc1ccccc1CN1CCN(C(=O)[C@H]2O[C@@H](n3ccc(=O)[nH]c3=O)[C@H](O)[C@@H]2O)CC1 | i | 0.6
CC(=O)c1ccc(OCC(=O)Nc2nnc(C3CC3)s2)cc1 | i | 1.4
CCCS(=O)(=O)NC(=O)C1(C)CCN(C(=O)c2cccc(C)c2C)C1 (stereo not drawn) | i | 0.4
CSCC[C@@H](CO)NC(=O)[C@H]1O[C@@H](n2ccc(N)nc2=O)[C@H](O)[C@@H]1O | i | 0.1
CCc1nc2ccc(C(=O)NC3CCN(Cc4ccccc4)CC3)cn2c1N(C)CCN1CCOCC1 | i | 1.3
COc1ccc(Cl)c(-c2cc(C(=O)NCc3ccc(C(F)(F)F)cc3)[nH]n2)c1 | i | 0.9
C[C@@H]1CN([C@@H](C)CO)S(=O)(=O)c2ccc(Br)cc2O[C@@H]1CN(C)Cc1cccnc1 | i | 2.1
Cc1cnc(C)c(Nc2nc(C(N)CCc3ccccc3)cs2)n1 (stereo not drawn) | i | 0.9
CCc1nc2c(OCc3cccc(Cl)c3)cccn2c1N(C)C(=O)C1CC1 | i | 0.3
COc1ccc(S(=O)(=O)N2CCCCC2)cc1NC(=O)C1CC1(Cl)Cl (stereo not drawn) | i | 0.4
CCCc1nc2ccc(C)cn2c1Cc1cccc(F)c1 | i | 0.5
COc1cc(NC(=O)COc2cc(C)cc3oc(=O)cc(C)c23)cc(OC)c1OC | i | 1.1
Cn1c(=O)c2cc(NC(=O)CCc3ccccc3)ccc2n1Cc1cccc(C(F)(F)F)c1 | i | 1.7
C1CC(=NN=C2CCSCC2)CCS1 | i | 1.3
CC(=NNc1nc2ccccc2o1)c1ncccn1 | ? | .
O=C1NCCc2onc(-c3ccc(Br)cc3)c21 | i | 0.9
COc1cccc(C(C)(O)c2nc(-c3ccccc3)cs2)c1 (stereo not drawn) | i | 1.2
CC1(C(=O)NS(=O)(=O)Cc2ccccc2)CCN1C(=O)C1(c2ccc(Cl)cc2)CCC1 (stereo not drawn) | i | 0.7
CC(=NC1CCCCC1)c1ccc(O)cc1O | i | 1.5
CC(C)C[C@@H](CN1CCC[C@H]1CN1C(=O)C(=O)NC[C@@H]1Cc1ccc(O)cc1)N1C[C@H](Cc2ccccc2)N(CC2CCCCC2)C(=O)C1=O | i | 0.6
